LMPTP inh: LMPTP phosphatase inhibitors, primary screen, biochemical, fluorescence intensity, uHTS; 360,000 tested, 0.22% active; inhibition, % at 20 µM; AID 651560, 2012; recombinant LMPTP-A, OMFP fluorogenic substrate;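 active means compounds that cut the enzyme signal by at least half of the control window in the single-dose screen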;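 further: plate controls were DMSO wells with enzyme plus substrate for no effect and substrate without enzyme for full effect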
Target sequence (P24666 whole entry, looked up): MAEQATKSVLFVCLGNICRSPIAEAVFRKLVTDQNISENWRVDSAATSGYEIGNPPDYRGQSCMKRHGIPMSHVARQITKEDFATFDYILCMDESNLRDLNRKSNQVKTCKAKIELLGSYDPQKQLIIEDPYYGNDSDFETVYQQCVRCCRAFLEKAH
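Test system: LMPTP-A phosphatase enzyme. Amount: LMPTP-A at 0.625 nM final in the reaction. Reagent: OMFP substrate, 400 µM final. Times: 50 min at room temperature. Signal: endpoint fluorescence intensity from OMFP dephosphorylation. Read-out basis: % inhibition. Benchmarks: no-enzyme and uninhibited controls.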
STEP block: STEP phosphatase inhibitors, primary screen, biochemical, fluorescence intensity, uHTS | AID 588621, 2011 | 360,000 tested, 0.25% active | recombinant STEP, OMFP fluorogenic substrate | inhibition, % at 20 µM;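 active means inhibition at 20 µM, scaled per plate between control wells, above about 37%, limit read from the data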;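 further: 0% = DMSO with enzyme and substrate and 100% = substrate only without enzyme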
Target sequence (P54829 whole entry, looked up): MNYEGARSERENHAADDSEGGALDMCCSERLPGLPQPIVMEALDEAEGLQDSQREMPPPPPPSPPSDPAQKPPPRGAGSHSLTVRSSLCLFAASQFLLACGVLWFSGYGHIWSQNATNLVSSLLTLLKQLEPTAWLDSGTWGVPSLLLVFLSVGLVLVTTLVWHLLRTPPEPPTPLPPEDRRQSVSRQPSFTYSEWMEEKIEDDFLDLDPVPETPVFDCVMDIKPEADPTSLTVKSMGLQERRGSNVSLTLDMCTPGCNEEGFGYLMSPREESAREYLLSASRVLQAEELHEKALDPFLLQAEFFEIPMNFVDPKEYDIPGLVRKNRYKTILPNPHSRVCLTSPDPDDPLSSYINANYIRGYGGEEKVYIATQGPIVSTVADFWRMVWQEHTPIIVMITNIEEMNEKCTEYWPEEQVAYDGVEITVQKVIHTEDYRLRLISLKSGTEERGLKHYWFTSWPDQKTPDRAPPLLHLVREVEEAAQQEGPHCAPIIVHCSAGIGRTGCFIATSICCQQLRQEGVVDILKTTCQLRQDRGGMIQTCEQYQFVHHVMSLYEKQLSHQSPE
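material = STEP tyrosine phosphatase | reagent = fluorogenic phosphatase substrate OMFP at 25 µM final | doses = single compound dose of 20 µM, 1% DMSO final | schedule = 20 min reaction, room temperature, in the dark | measured by = fluorescence, 480/540 nm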
MsrA inhibitor: bovine MsrA enzyme inhibitors, primary screen, biochemical, absorbance, HTS. Methionine sulfoxide reductase A (Bos taurus). purified bovine MsrA, absorbance read-out. inhibition, % at 15.5 µM. 360,000 tested, 0.75% active. AID 651718, 2012; in the data active means inhibition above about 4.5%;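 further: 0% = vehicle wells with enzyme and 100% = reference inhibitor wells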
CendR NRP1 mod: modulators of CendR peptide binding to NRP-1, primary screen, biochemical, fluorescence polarization, uHTS. Neuropilin-1 (Homo sapiens), O14786. FAM-RPARPAR peptide binding to NRP-1. inhibition, % at 25 µM. 360,000 tested, 0.85% active. AID 602438, 2012;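 active means inhibition or corrected inhibition above about 18%, plus a signal ratio from 0.5 to 1.5, limit read from the data, passing the limit was not always enough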; further: strong numbers were not always called active
Scp-1 inhibitor: Scp-1 phosphatase inhibitors, primary screen, biochemical, colorimetric, uHTS; inhibition, % at 20 µM; Recombinant Scp1, phosphopeptide, malachite green phosphate absorbance; AID 493091, 2011; 340,000 tested, 0.88% active;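 active means inhibition above about 50% at 20 µM, limit read from the data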;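 further: plate controls were DMSO wells with enzyme for no effect and wells lacking enzyme for full effect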
Target sequence (Q9GZU7 76-261 limits assumed): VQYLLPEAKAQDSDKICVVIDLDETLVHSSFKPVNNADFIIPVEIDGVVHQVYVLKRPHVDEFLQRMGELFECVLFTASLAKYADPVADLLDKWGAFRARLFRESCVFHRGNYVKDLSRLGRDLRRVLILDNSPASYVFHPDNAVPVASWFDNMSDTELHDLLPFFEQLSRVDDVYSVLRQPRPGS
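System: SCP-1 catalytic domain; Reagent: Phospho 17-mer peptide substrate; Doses: one concentration, 20 µM, with 1.0% DMSO; Incubation: 45 min room-temperature reaction, 5 min colour, 30 min stabiliser; Signal: Phosphate-binding colour reagent, absorbance read at 630 nm.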
SUMO1-SIM PPI: modulators of SUMO1 protein-protein interactions, primary screen, biochemical, uHTS; Small ubiquitin-related modifier 1 (Homo sapiens), P63165; SUMO1 binding to a labelled peptide, TR-FRET, 1 h; inhibition, % at 20 µM; 360,000 tested, 0.33% active; in the data active means inhibition above about 37%
Target sequence (P63165 whole entry, looked up): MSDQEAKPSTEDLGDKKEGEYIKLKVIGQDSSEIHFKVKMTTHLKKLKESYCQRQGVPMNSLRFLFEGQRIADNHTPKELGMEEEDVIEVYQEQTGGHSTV
DNMT1 inh: human DNMT1 methyltransferase inhibitors, primary screen, biochemical, molecular beacon, fluorescence, HinP1I cleavage, uHTS. DNA (cytosine-5)-methyltransferase 1 (Homo sapiens), P26358. inhibition (reported as % activation of signal), % at 10 µM. 360,000 tested, 0.83% active. AID 588458, 2011; in the data active means inhibition above about 50%
Tb MetRS inh: T. brucei MetRS inhibitors, primary screen, biochemical, luminescence. purified T. brucei MetRS, ATP depletion, Kinase-Glo luminescence. inhibition, % at 11.9 µM. 360,000 tested, 0.4% active;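 active means inhibition above a per-plate cutoff of the control wells' mean inhibition plus 3 SD, cut at about 5.5% in these data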;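 further: 0% = DMSO wells median and 100% = median of wells with control inhibitor compound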
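System: purified T. brucei MetRS enzyme / Detection: Kinase-Glo luciferase luminescence reporting remaining unconsumed ATP / Medium: HEPES buffer with MgCl2, KCl, DTT, spermine, BSA, pyrophosphatase / Replication: singlicate, one well per compound / Evaluation: percent inhibition relative to median high and low control wells / Schedule: 2 h aminoacylation at 25 °C after 15 min preincubation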
E coli Lon inh: inhibitors of E. coli Lon protease, primary screen, biochemical, fluorescence polarization; AID 602123, 2011; purified E. coli Lon protease; inhibition, % at 7.94 µM; 360,000 tested, 0.42% active; in the data active means inhibition above about 13%, passing the limit was not always enough;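 further: 0% = enzyme with probe and DMSO and 100% = no enzyme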
MsrA act: bovine MsrA enzyme activators, primary screen, biochemical, absorbance, HTS | activation, % at 10.6 µM | Methionine sulfoxide reductase A (Bos taurus) | 360,000 tested, 0.3% active | purified bovine MsrA, absorbance read-out | AID 602163, 2012; in the data active means activation above about 7.5%;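 further: 0% = vehicle and 100% = reference activator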
* = called active by the depositor; x = not tested or not shown.

SMILES	LMPTP inh	STEP block	MsrA inhibitor	CendR NRP1 mod	Scp-1 inhibitor	SUMO1-SIM PPI	DNMT1 inh	Tb MetRS inh	E coli Lon inh	MsrA act
CC1Sc2n(c3ccccc3[n+]2C)N=C1c1ccccc1 (centres undefined)	-0.3	0	0.3	10	-4	1	1	-0.4	-1	-3
Nc1nc(Cl)cc(Oc2ccc(Cl)cc2)n1	1.2	-1	0.7	15	-3	-5	-1	0.2	1	-6
Cc1c(C(=O)N2CCCC2)c(S(=O)(=O)N2CCN(c3ccccc3F)CC2)c(C)n1C	-0.4	-2	-1.2	6	1	-5	0	-0.3	-7	-3
O=C1C(Cl)=C(N2CCC(C(=O)O)CC2)C(=O)c2ccccc21	0.6	10	x	35*	-14	23	18	-0.3	6	-1
COc1ccccc1N(CC(=O)N(CC(C)C)CC(C)C)S(=O)(=O)c1cccs1	-2.2	-1	-0.2	4	-4	-3	-1	-0.9	4	-4
CCOC(=O)C1CCN(c2ccc(-c3cccs3)nn2)CC1	-1.1	-1	0.6	-3	0	-15	-2	-3.6	0	-4
O=c1[nH]cnc2c1C(c1ccccc1)c1c(nc[nH]c1=O)O2	4.3	2	-0.6	-11	3	8	0	0.3	-4	-3
COc1cccc(C(=O)O/N=C(\N)c2ccc([N+](=O)[O-])cc2)c1	-0.4	-2	1.7	7	0	-8	3	1.8	-10	-2
Cc1coc2c(C)c3oc(=O)c(CCC(=O)N4CCC(C(=O)NCCCC(=O)O)(c5ccccc5)CC4)c(C)c3cc12	1.0	2	1.5	-12	-2	14	3	0.6	-9	-3
O=c1[nH]cnc2c1nc(SCc1ccccc1)n2C1OC(CO)C(O)C1O (centres undefined)	-0.5	0	-0.2	9	-7	-2	-4	-0.5	10	-1
O=C1NC(=O)/C(=C/c2ccc(-c3cccc([N+](=O)[O-])c3)o2)S1	28	5	-0.5	-20	4	55*	6	-1.3	10	-10
Cc1cccc(C)c1N=C1SC(CC(=O)Nc2c(C)cccc2C)C(=O)N1CCc1ccccn1 (centres undefined)	-0.9	-2	-0.5	2	0	3	-2	-0.6	4	-2
O=C(CN1C(=O)NC2(CCCCCCC2)C1=O)NCc1cccs1	-1.3	2	0.6	3	-4	3	-2	0.0	-1	-4
C=CCc1ccc(OCCOc2cccc3ccc(C)nc23)c(OC)c1	2.1	4	0.8	-9	-8	0	-4	-0.5	-5	-1
COc1ccc(CCCNC(=O)C2Cc3c(-c4cccc(C(C)=O)c4)ccnc3O2)cc1 (centres undefined)	0.5	-6	-0.2	-2	x	3	-25	-0.4	2	-11
CCNC(=O)C1(C)CCN(Cc2ccc(C(F)(F)F)cc2)C1 (centres undefined)	-0.6	-4	-0.4	10	x	2	1	-0.3	4	-2
Cc1nnc(NC(=O)CN2C(=O)NC3(CCCC3)C2=O)s1	-1.5	-2	0.4	10	-6	5	2	-0.2	-1	-2
CCC/C(=N/NC(=O)c1csc(C)c1C)c1ccc(Cl)s1	0.1	-3	-0.1	10	-9	-1	2	0.3	-6	1
CN1CCN(C(=O)c2ccc3nc(-c4ccccc4)c(-c4ccccc4)nc3c2)CC1	0.3	-4	3.2	-2	-12	-17	-10	0.1	-6	-3
COc1ccc2[nH]c3c(c2c1)CCN1C(=O)C(CC(=O)NCCC2=CCCCC2)C[C@H](C(=O)N2CCOCC2)[C@@]31CCC1CCCC1 (some centres undefined)	3.1	0	-0.7	-6	7	-3	26	1.3	2	-1
c1ccc(CCC2Cc3ccccc3N2)cc1 (centres undefined)	-0.2	1	0.9	3	-9	-3	0	-0.1	-3	-2
Cc1ccc(C(=O)Nc2cccc(NC(=O)c3ccc(C)cc3)n2)cc1	3.9	-1	-0.3	-3	-7	-7	-11	-0.1	7	-3
CC(=O)OCC1(C)CN(c2ccccc2)N(C(C)=O)C1=O (centres undefined)	-0.3	-2	-1.0	-7	-5	-5	3	-0.8	-11	-6
COc1ccc(-c2nn(-c3ccccc3)cc2C(=O)NCC(c2cccs2)N2CCOCC2)cc1 (centres undefined)	0.9	-3	0.5	-6	-4	1	4	0.0	5	-1
Cc1ccc(C(=O)c2coc3ccc(OCC(=O)O)cc23)cc1	-1.7	-3	0.0	3	-4	6	-1	-0.5	-5	-3
CCCCOc1cccc(C(=O)NC(=S)Nc2ccc(Cl)c(C(=O)O)c2)c1	-0.6	1	0.6	-1	-9	5	0	-0.2	1	-3
O=C/C(=C\Nc1ccc(C(=O)N2CCOCC2)cc1)c1nc2ccccc2o1	1.1	7	2.9	-11	-9	-13	5	0.5	-1	-3
CC(=O)c1ccc(NC(=O)CN2CCC(C(=O)c3ccc(F)cc3)CC2)cc1	-0.2	0	0.0	-3	-5	-2	-2	0.2	0	-2
CCOc1ccc(-c2csc(C3COc4ccccc4O3)n2)cc1 (centres undefined)	-0.3	-5	0.7	-9	-6	2	-7	0.3	7	-2
N#Cc1ccccc1NC(=O)CN(Cc1ccccc1)Cc1ccccc1	1.4	2	0.4	-7	3	7	-1	-0.8	7	-8
S=C(NC1CCCC1)NN1CCOCC1	0.0	1	1.3	-8	-8	-1	0	-0.6	2	-2
CCOC(=O)Cc1csc(NC(=S)NC(=O)c2ccc([N+](=O)[O-])cc2)n1	-0.8	-3	1.0	-9	-5	-20	0	-0.5	-6	-2
Cc1nc(-c2cccc(NC(=O)c3ccc(-n4nccc4C)cc3)c2)cs1	-5.3	-1	0.2	3	-8	0	-10	-0.2	0	-1
O=C(O)c1cc(-c2ccccc2)nc(-c2ccccc2)c1	0.3	-1	2.9	12	-4	2	0	-0.2	-2	-3
CCc1nonc1NC(=O)c1oc2ccc(C)cc2c1C	-1.6	0	0.5	3	-5	2	10	-0.8	1	-4
CC(C)Nc1nc(-c2ccccc2F)c2sc(-c3ccccc3)cc2n1	3.8	-1	1.3	0	x	-4	-9	-0.2	-5	-4
O=C(Nc1ccccc1)Nc1cccc(-c2cn3cccnc3n2)c1	1.9	-7	2.6	-12	19	-7	-1	1.0	9	-1
CN(Cc1ccccc1)CC1C2CCC(C2)C1O (centres undefined)	-1.7	-1	0.3	-6	3	-2	2	-0.5	-1	-6
O=C(CC1(O)C(=O)Nc2ccccc21)c1cccc(Br)c1 (centres undefined)	-0.9	2	-0.1	-9	-2	-9	19	-0.5	-10	-5
COCCOC(=O)CC1=NC(=O)CS1	0.4	2	0.6	-7	-5	0	2	-0.2	4	-1
Cc1ccc(S(=O)(=O)N(C)c2ccccc2C(=O)N2CCCC2)cc1	-0.9	2	-1.4	5	-11	1	1	0.1	-16	-2
CCOc1ccc(S(=O)(=O)n2nc(C)c(S(=O)(=O)N3CCOCC3)c2C)cc1	-2.1	0	0.4	18	-1	3	-1	-0.4	8	-3
CCN(CC)S(=O)(=O)c1ccc(N2CCCCC2)c(NC(=O)C2CSC3(C)CCC(=O)N23)c1 (centres undefined)	-7.4	1	2.5	4	x	-32	-8	-0.1	-21	-4
NC(=O)CCC(C(=O)O)N1C(=O)c2ccc(O)cc2C1=O (centres undefined)	-1.3	0	2.1	1	-4	-3	-1	-1.1	11	-4
CCN(C(=O)c1cc2c(=O)n3cccc(C)c3nc2s1)C1CCCCC1	-0.2	7	-1.2	4	-10	-21	2	0.2	5	1

Shown in CSV form: 5 of the compounds above
structure,LMPTP inh,STEP block,MsrA inhibitor,CendR NRP1 mod,Scp-1 inhibitor,SUMO1-SIM PPI,DNMT1 inh,Tb MetRS inh,E coli Lon inh,MsrA act
CCc1nonc1NC(=O)c1oc2ccc(C)cc2c1C,-1.6,0,0.5,3,-5,2,10,-0.8,1,-4
O=C(O)c1cc(-c2ccccc2)nc(-c2ccccc2)c1,0.3,-1,2.9,12,-4,2,0,-0.2,-2,-3
O=C(CC1(O)C(=O)Nc2ccccc21)c1cccc(Br)c1 (centres undefined),-0.9,2,-0.1,-9,-2,-9,19,-0.5,-10,-5
CC(C)Nc1nc(-c2ccccc2F)c2sc(-c3ccccc3)cc2n1,3.8,-1,1.3,0,x,-4,-9,-0.2,-5,-4
COCCOC(=O)CC1=NC(=O)CS1,0.4,2,0.6,-7,-5,0,2,-0.2,4,-1

Next records.
SMILES	LMPTP inh	STEP block	MsrA inhibitor	CendR NRP1 mod	Scp-1 inhibitor	SUMO1-SIM PPI	DNMT1 inh	Tb MetRS inh	E coli Lon inh	MsrA act
COC(=O)c1ccc(OCC2NCCc3cc(OC)c(OC)cc32)cc1 (centres undefined)	-0.5	1	x	2	-5	-2	-4	-0.1	-5	0
O=C(CNC(=O)C1CC1)Nc1ccc(F)c(F)c1F	-0.8	-4	0.9	-7	-10	-6	-1	-0.1	3	0
Cc1ccc(-c2c(C#N)c(N)nc3c2CCCCC3)o1	1.6	-4	0.1	-2	-6	3	-4	0.0	-6	-2
COC(=O)C1SCC2C(=O)N(Cc3cccc(C)c3)CC(=O)N21 (centres undefined)	-0.2	2	-0.8	-2	-3	0	0	0.9	3	0
OC(c1ccccc1)c1ncc(-c2ccccc2F)[nH]1 (centres undefined)	-1.3	-4	0.0	11	x	-3	-6	0.5	-1	-1
O=C(NCc1ccccc1)C(=O)Nc1nc(C23CC4CC(CC(C4)C2)C3)cs1	-0.2	-3	-0.3	-2	6	0	4	-1.3	-2	-9
COc1cc2c(cc1OC)C(c1cccc([N+](=O)[O-])c1)N(C(=O)CCC(=O)O)CC2 (centres undefined)	-0.9	0	-0.9	3	5	-7	3	-1.5	2	-8
COc1ccc(NC(=S)N2CCN(CCN3C(=O)c4cccc5cccc(c45)C3=O)CC2)cc1	-0.5	6	-0.2	2	7	-15	25	-0.9	-7	-2
CCCCN(CC)CCCNC(=O)CN1C(=O)CSc2ccc(S(=O)(=O)N3CCOCC3)cc21	-1.5	-2	0.4	12	-13	-4	-4	0.1	0	-3
COc1cccc(C=Nc2ccc3c(c2)OCCO3)c1O	0.0	0	x	-2	-7	-3	-2	-1.2	3	-14
CC(=O)Nc1ccc(S(=O)(=O)NCCC(=O)NCC2COc3ccccc3O2)cc1 (centres undefined)	0.8	0	-1.0	8	-5	3	0	-0.5	-22	-5

Screens: PubChem, several laboratories
